VCAM1 TNFa inh = reduces TNF alpha induced VCAM1 expression in HUVEC. HUVEC TNFa-induced VCAM-1 immunofluorescence, high-content imaging. inhibition, % at 2 µM. actives 0.48% (n = 95,000);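 active = inhibition above the batch mean plus 3 SD, with images confirmed as a hit by eye, cut at about 37% in these data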;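 also: 0% = TNF-stimulated DMSO wells and 100% = unstimulated control wells; not every result past the cut was called active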
IL1B cytotox = toxic to HUVEC cells under IL-1B stimulation | HUVEC cell count loss, Hoechst imaging, IL-1B stimulated | cell count reduction, % at 2 µM | actives 0.41% (n = 94,000);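 active = cell count reduction more than 3 SD above the screen-wide mean, cut at about 70% in these data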;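 also: normalized per plate to untreated control cells as the no-loss baseline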
HUVEC inhibit = blocks proliferation of human endothelial cells | actives 1.1% (n = 86,000) | HUVEC proliferation, CellTiter-Glo luminescence, 72 h; stronger effect = lower value | viability, % at 10 µM (by protocol);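 active = viability at or below 30%; inactive = viability above 30%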;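 also: 100% = median luminescence of DMSO-only cell control wells on each plate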
H69AR growth 86K = growth inhibitors of human H69AR lung tumor cells. H69AR lung tumor viability, ATP luminescence, 72 h; stronger effect = lower value. actives 6% (n = 85,000). viability, % at 10 µM;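 active = viability at or below 40%; inactive = viability above 40%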;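 also: multidrug resistant small cell line overexpressing MRP-1 efflux transporter; 100% = mean luminescence of untreated control wells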
cytoskel mod = cytoskeleton assembly modification | HUVEC TNFa F-actin phalloidin imaging, high content | inhibition, % at 2 µM | actives 0.18% (n = 91,000);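 active = inhibition above the batch mean plus 3 SD and confirmed as a hit by visual image inspection, cut at about 30% in these data, passing the limit was not always enough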; also: strong numbers were not always called active
Pyk2 oligo antag = antagonists of human Pyk2 oligomerization; AID 1347419; Q293 cells, Pyk2 FERM NanoBiT luminescence; stronger effect = lower value; Q14289; z-score (the deposit names both 25 µM and 10 µM); actives 0.83% (n = 99,000);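 active = Z-score of -3 or lower, scaled per plate to the spread of control and sample wells; inactive = z-score above -3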;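 also: negative z-score means lost luminescence so less FERM oligomerization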
HUVEC tox TNFa = toxic to HUVEC cells under TNF alpha stimulation; actives 0.17% (n = 93,000); HUVEC TNFalpha-stimulated, Hoechst cell count, imaging; cell count reduction, % at 2 µM; AID 848;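 active = cell count reduction exceeding the screen mean by over 5 SD, scaled to untreated wells per plate, cut at about 78% in these data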;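 also: cells counted after 24 h of TNF alpha exposure following the 1 h pretreatment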
Fibroblast inh = blocks proliferation of human lung fibroblasts | viability, % at 10 µM | AID 719 | LL 47 human lung fibroblast viability, ATP luminescence; stronger effect = lower value | actives 1.1% (n = 85,000);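 active = viability at or below 50% in the single dose screen; inactive = viability above 50%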;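 also: compound exposure lasted 72 h before the ATP readout; 100% = median luminescence of untreated cell-only wells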
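Test system: LL 47 human lung fibroblasts / Incubation: 72 h compound exposure at 37 °C after overnight plating / Technique: luminescent ATP detection, CellTiter-Glo / Compound dosing: 0.1% DMSO in all compound wells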
Smad3 FoxH1 inh = Smad3 (human) transcription factor binding inhibition. AID 630. actives 0.29% (n = 88,000). TR-FRET Smad3/Dy647-FoxH1 peptide binding, europium anti-His. P84022. inhibition, % at 25 µM;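 active = compounds that reduce the energy-transfer binding signal between the protein and its labelled peptide by more than half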;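 also: 0% = Smad3 plus labelled peptide maximal FRET and 100% = peptide-only background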
Target sequence (P84022 whole entry, looked up): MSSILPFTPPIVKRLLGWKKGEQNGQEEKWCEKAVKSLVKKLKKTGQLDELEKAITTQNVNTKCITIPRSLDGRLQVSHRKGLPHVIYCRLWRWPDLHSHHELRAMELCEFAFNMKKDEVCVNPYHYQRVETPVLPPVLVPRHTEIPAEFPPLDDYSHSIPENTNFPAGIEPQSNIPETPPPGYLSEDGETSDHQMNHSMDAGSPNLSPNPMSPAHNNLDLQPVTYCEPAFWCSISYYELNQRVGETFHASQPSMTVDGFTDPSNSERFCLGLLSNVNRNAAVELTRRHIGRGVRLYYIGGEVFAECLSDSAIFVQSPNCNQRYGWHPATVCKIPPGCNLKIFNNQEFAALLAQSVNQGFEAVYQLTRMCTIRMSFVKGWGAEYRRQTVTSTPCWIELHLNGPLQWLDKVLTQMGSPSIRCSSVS
An asterisk follows results filed as active; / = not tested or not shown; & = joins results of further samples; [ ] = another dose, or the depositor's remark.

SMILES	VCAM1 TNFa inh	IL1B cytotox	HUVEC inhibit	H69AR growth 86K	cytoskel mod	Pyk2 oligo antag	HUVEC tox TNFa	Fibroblast inh	Smad3 FoxH1 inh
COC(=O)CCC(=O)NC(=S)Nc1cc(Cl)ccc1Cl	10	-21	/	/	-20	0.1	0	/	/
CC(C)CN(CC(C)C)S(=O)(=O)N1CCC(C(=O)NCc2cccs2)CC1	5	27	108	88	46	0.15	-28	94	24[fluorescence artefact?]
Cc1onc(-c2ccccc2)c1C(=O)Nc1nc(-c2cc(F)ccc2F)cs1	1	-4	104	49	56	0.84	-5	76	10[fluorescence artefact?]
CC(C)OC(=O)CN1CCN(C2c3ccccc3-c3ccccc32)CC1	-4	2	110	82	17	1.9	-18	93	-5
CC1CCCN(c2nc3ccccc3nc2C(C#N)S(=O)(=O)c2ccccc2)C1 (stereo not drawn)	5	-19	72	58	14	-0.27	-18	102	-12
O=S(=O)(c1cccc2cccnc12)N1CCN(c2ccccc2)CC1	22	6	93	97	5	-1.3	-1	100	0
O=C1C(c2ccc(F)cc2)N(Cc2ccc3c(c2)OCO3)C(=O)CN1C1CCCCCC1 (stereo not drawn)	4	/	92	89	-18	0.15	-12	96	-10
Cc1onc(-c2ccccc2Cl)c1C(=O)Nc1ccc(-n2nncc2C(C)(C)C)cc1	4	-104	/	/	-4	-1.5	-49	/	/
O=C(Nc1ccc(-c2noc(CCc3ccccc3)n2)cc1)c1ccco1	/	/	69	77	/	-1.4	/	94	0
COC(=O)c1ccc(Cl)c(NC(=O)NC2CCCCC2)c1	2	30	87	29*	9	-1	-3	102	5
O=C(Nc1ccc2c(c1)OCCO2)c1c(F)c(F)c(F)c(F)c1F	-3	12	102	96	-27	0.23	-2	102	1
Cc1ccc(C(=O)CCNc2ccc(Cl)cc2)o1	-6	-1	80	84	/	-0.55	-52	98	-5
CS(=O)(=O)Nc1ccc(OCc2ccccc2)cc1	17	1	104	91	7	-0.04	-11	97	-5
Cc1c(NC(=O)Cn2nc(C(=O)O)c3ccccc3c2=O)c(=O)n(-c2ccccc2)n1C	1	-19	92	99	-7	-4*	-20	102	2
Cc1cc(C)cc(N(C(C)C(=O)Nc2c(C)n(C)n(-c3ccccc3)c2=O)S(C)(=O)=O)c1 (stereo not drawn)	1	-16	93	105	4	-0.19	-10	98	-7

Records listed so far marked active in Pyk2 oligo antag:
| canonical_smiles | VCAM1 TNFa inh | cytoskel mod | Pyk2 oligo antag | Smad3 FoxH1 inh |
| --- | --- | --- | --- | --- |
| Cc1c(NC(=O)Cn2nc(C(=O)O)c3ccccc3c2=O)c(=O)n(-c2ccccc2)n1C | 1 | -7 | -4* | 2 |

New compounds follow.
SMILES	VCAM1 TNFa inh	IL1B cytotox	HUVEC inhibit	H69AR growth 86K	cytoskel mod	Pyk2 oligo antag	HUVEC tox TNFa	Fibroblast inh	Smad3 FoxH1 inh
O=C(Cc1nc(-c2ccc([N+](=O)[O-])cc2)cs1)Nc1ccccc1	-24	1	/	/	-4	-0.08	/	/	/
COc1cccc(C(=O)OC(C)CN2CCCC2)c1 (stereo not drawn)	2	-4	94	100	-1	-0.56	-11	102	4
COc1ccc(/C(O)=C2\C(=O)C(=O)N(c3cc(C)on3)C2c2ccccc2OC)cc1C (stereo not drawn)	/	/	92	50	/	-0.03	/	97	4[fluorescence artefact?]
O=C(NCC(F)(F)F)N1CCOCC1	3	5	94	94	-11	0.96	-4	105	-1
CCOC(=O)c1cc(-c2ccc(OC)cc2)nc2c1c(C)nn2CCC#N	4	-2	72	60	-14	-2.1	-6	94	4
COc1ccc(Cc2c(N)nc(N)nc2N)cc1	21	-15	/	/	11	0.63	-10	/	/
CC(C)c1nnc(NC(=O)CCC(=O)NCC2CCCO2)s1 (stereo not drawn)	10	-17	98	84	-36	-0.25	-12	100	-1
Cc1sc(NC(=O)CSc2nnnn2C2CCCC2)c(C#N)c1C	16	14	94	80	7	0.57	-19	104	9
O=C(Nc1ccon1)c1cccc(Cl)c1	16	-33	90	98	-2	-0.51	6	111	7
O=C(NC1CCCCC1)NC1CC2CCC(C1)N2Cc1nnnn1Cc1ccc2c(c1)OCO2 (stereo not drawn)	-4	2	106	86	-7	-0.33	-13	98	-15
CN(c1ccc(C(=O)NCCc2ccccc2)cc1)S(C)(=O)=O	-6	-28	100	86	-2	-0.55	8	102	-1
O=C(c1ccccc1)c1cnc(-c2ccc(Cl)cc2)s1	10	-9	/	/	/	-1.1	-9	/	/
CC(c1nnc(SCn2nnc3ccccc3c2=O)n1-c1ccc(Cl)cc1)N(C)C (stereo not drawn)	/	/	100	87	/	0.52	/	104	0
Cn1c(N)c(C(=O)CSc2nc3ccccc3n2-c2ccccc2)c(=O)n(C)c1=O	/	/	90	82	/	0.52	/	96	19[fluorescence artefact?]
CSC1=C(C#N)C(CC(C)C)C(C(C)=O)=C(C)N1 (stereo not drawn)	9	-40	58	95	-5	-0.67	-37	99	-7
CCCn1c(SC(C)C(=O)O)nc2ccccc21 (stereo not drawn)	-5	-7	100	74	-14	1.3	15	97	14
CCOc1cc(C(=O)Nc2c3c(nn2C(C)(C)C)CS(=O)C3)cc(OCC)c1OCC (stereo not drawn)	-8	-1	102	76	-10	0.45	13	98	1
O=C(O)CSc1cccc2cccnc12	6&-10	-53&-14	96&104	102&105	9&6	-1.5	-6&-36	93&106	9&-8
COc1cc(C2NC(=O)NC(C)=C2C(=O)OCc2ccccc2)ccc1O (stereo not drawn)	/	/	89	92	/	-0.2	/	104	14
COCCn1c(COc2ccccc2)nnc1SCC(N)=O	7	-24	103	100	25	0.17	-19	100	9
CC(=O)c1c(N2CCCC2)nc(=S)n(-c2ccccc2)c1C	10	/	97	99	-2	-0.15	-3	111	20
COc1cc2c(c(OC)c1)C(c1ccncc1)CC(=O)N2 (stereo not drawn)	/	/	109	88	/	/	/	101	4
CC(C)(C)OC(=O)NCCc1nnc(S(=O)(=O)Cc2ccc(Cl)cc2Cl)o1	56	-4	78	53	19	0.16	5	83	3
COc1cccc(C(=O)Nc2c(F)c(F)c(F)c(F)c2F)c1	19	-37	101	99	5	0.74	-19	98	14
COc1cccc(-c2cc(C(F)(F)F)nc(N3CCOCC3)n2)c1	-41	-12	95	77	1	0.63	-40	94	5
CCOC(=O)c1cc(C(=O)OCC)c2cc(Br)ccc2n1	-2	-38	94	93	4	1.9	14	98	8
CCOC(=O)c1ccc(N2C(=O)CC(N(C)Cc3ccccc3)C2=O)cc1 (stereo not drawn)	4	2	93	94	-17	0.61	2	90	-3
CCc1ccc(NC2=NC(C(=O)NC3CCCCC3)CC(=O)N2)cc1 (stereo not drawn)	0	-26	94	87	6	-0.13	-14	105	-1
Cc1cc2ccccc2c(=O)n1CC(=O)NCC(=O)N1CCN(c2cccc(Cl)c2)CC1	9	13	100	81	-24	0.12	-9	97	-34
COC(=O)C1CCN(C(=O)COC(=O)Cn2cnnn2)CC1	-6	23	106	90	-2	/	23	96	18[fluorescence artefact?]
COc1ccccc1OCCCCCNCCO	-4	-25	91	101	19	2.6	-23	101	-2
CC1CCCN(CC(=O)Nc2ccc(S(=O)(=O)N3CCCCC3)cc2)C1 (stereo not drawn)	0	-6	90	88	18	0.39	-10	95	-16
CC1(NC(=O)c2cc(S(=O)(=O)N3CCCCC3)ccc2Cl)CCS(=O)(=O)C1 (stereo not drawn)	4	-7	/	/	3	0.69	-17	/	/
CCCSC(=O)N(CC)CC(=O)Nc1c(CC)cccc1CC	18	-2	/	/	16	-0.51	0	/	/
COc1ccc(S(=O)(=O)Cc2ccc(C(=O)N3CCN(c4cccc(C)c4C)CC3)o2)cc1	/	/	53	23*	/	/	/	71	3
O=C(CSc1nc2ccccc2s1)NNC(=O)Nc1ccc(Cl)c(Cl)c1	8	-8	/	/	-17	0.19	12	/	/
CCCCNC(=O)n1c(SC)nc2ccccc21	3	13	100	75	29	0.84	-28	103	3
CC(CC(=O)NC1CCCC1)c1ccccc1 (stereo not drawn)	18	21	89	100	10	0.17	21	93	4
CCOc1ccc(NC(=O)N2CCN(c3nc4ccccc4s3)CC2)cc1	-8	4	108	100	11	0.26	-17	94	-5
Cc1ccc(OCCCC(=O)Nc2nncs2)cc1	-22	-1	88	96	0	0.76	-41	97	-4
COc1ccc2[nH]cc(C(=O)CN3CCCCC3C)c2c1 (stereo not drawn)	-3	-4	103	93	11	/	-15	102	-2
O=C(CSc1nnc(-c2ccc(S(=O)(=O)N3CCCC3)cc2)o1)N1CCCC1	-2	2	98	88	13	/	-15	116	3
COc1ccc(-c2c(C)oc3cc(O)cc(O)c3c2=O)cc1OC	/	/	112	75	/	/	/	98	-1
CCCN(CCC)C1Sc2ccc(C(=O)OC)cc2NC1=O (stereo not drawn)	1	/	89	92	12	-0.46	-15	95	8
COc1ccc(CNC(=O)COC(=O)c2cc(-c3ccco3)nc3ccccc23)cc1	-1	8	89	71	/	/	-16	95	-2

In another format: results already given.
Values run as follows: VCAM1 TNFa inh, IL1B cytotox, HUVEC inhibit, H69AR growth 86K, cytoskel mod, Pyk2 oligo antag, HUVEC tox TNFa, Fibroblast inh, Smad3 FoxH1 inh
> O=C(CSc1nc2ccccc2s1)NNC(=O)Nc1ccc(Cl)c(Cl)c1
  8, -8, /, /, -17, 0.19, 12, /, /
> CCCCNC(=O)n1c(SC)nc2ccccc21
  3, 13, 100, 75, 29, 0.84, -28, 103, 3
> CC(CC(=O)NC1CCCC1)c1ccccc1 (stereo not drawn)
  18, 21, 89, 100, 10, 0.17, 21, 93, 4
> CCOc1ccc(NC(=O)N2CCN(c3nc4ccccc4s3)CC2)cc1
  -8, 4, 108, 100, 11, 0.26, -17, 94, -5
> Cc1ccc(OCCCC(=O)Nc2nncs2)cc1
  -22, -1, 88, 96, 0, 0.76, -41, 97, -4
> COc1ccc2[nH]cc(C(=O)CN3CCCCC3C)c2c1 (stereo not drawn)
  -3, -4, 103, 93, 11, /, -15, 102, -2
> O=C(CSc1nnc(-c2ccc(S(=O)(=O)N3CCCC3)cc2)o1)N1CCCC1
  -2, 2, 98, 88, 13, /, -15, 116, 3

Going on with the list.
SMILES	VCAM1 TNFa inh	IL1B cytotox	HUVEC inhibit	H69AR growth 86K	cytoskel mod	Pyk2 oligo antag	HUVEC tox TNFa	Fibroblast inh	Smad3 FoxH1 inh
Oc1ccccc1-c1cc(-c2cccc(F)c2)n[nH]1	33	-9	40	53	3	-0.97	-19	83	4
O=C(Cn1cnc2c(cnn2-c2ccc(F)cc2)c1=O)NCC1CCCO1 (stereo not drawn)	0	/	123	98	0	0.3	-17	/	-6
O=C(Cc1ccccc1)Nc1cccc(-c2nnc(-c3ccco3)o2)c1	8	13	/	/	-12	-0.77	-17	/	/
COc1cc(CNCc2ccncc2)cc(Br)c1OCc1ccccc1F	17	2	/	/	-10	0.43	-3	/	/
Cc1nc(NCCN)c(C#N)c2c1COC(C)(C)C2	/	/	96	85	/	0.35	/	99	9

These rows are one share of the data; rates above refer to the full screens.
